High-throughput results deposited in PubChem by Broad Institute.
T cruzi intra = blocks T. cruzi growth inside host cells; intracellular Trypanosoma cruzi in host cells, plate reader; activity score (inhibition), % at 5.01 µM; 4.9% of 22,000 active; AID 651903; in the data active = activity score above about 55%;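 note: parasites and compound incubated about four days before reading; 0% = median of neutral control wells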
INS-1E rescue = rescue of cytokine-induced death in INS-1E beta cells; INS-1E cytokine-induced death, ATP luminescence, 48 h; normalised: neutral wells 0, positive control 100; protection from cytokine-induced ATP loss, % at 10 µM; 0.1% of 20,000 active;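 active = mean replicate protection from cytokine-induced ATP loss at least 50% and at least 75% of replicates each reaching 50%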
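Assay system – rat INS-1E insulinoma cell line · Quantity – 8000 cells per well · Buffer or medium – RPMI without phenol red, 5% FBS · Schedule – 48 h co-treatment, 10 min post-lysis read · Technique – luminescent ATP assay (CellTiter-Glo)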
An asterisk follows results filed as active; x = not tested or not shown.

SMILES	T cruzi intra	INS-1E rescue
COc1ccc(S(=O)(=O)N(C)C[C@@H]2Oc3ccc(NS(=O)(=O)c4cccs4)cc3C(=O)N([C@H](C)CO)C[C@H]2C)cc1	-7	x
C[C@H]1CN([C@@H](C)CO)C(=O)c2cccc(NC(=O)c3ccncc3)c2O[C@H]1CN(C)S(=O)(=O)c1ccc(Cl)cc1	-71	1
COc1ccc(NC(=O)Nc2ccc3c(c2)C(=O)N([C@@H](C)CO)C[C@H](C)[C@@H](CN(C)C(=O)NC2CCCCC2)O3)cc1	-9	x
COc1ccc(NC(=O)N(C)C[C@H]2Oc3ccc(NC(=O)Cn4cnnn4)cc3C(=O)N([C@@H](C)CO)C[C@H]2C)cc1	-2	x
C[C@@H]1CN([C@H](C)CO)C(=O)Cc2cc(NC(=O)C3CCCCC3)ccc2O[C@H]1CN(C)S(=O)(=O)c1ccccc1	3	-8
C[C@@H]1CN([C@H](C)CO)C(=O)c2cc(NC(=O)CCCN(C)C)ccc2O[C@@H]1CN(C)CC1CCCCC1	-8	6
Cc1noc(C)c1NC(=O)Nc1cccc2c1O[C@H](CN(C)Cc1ccc(-c3ccccc3)cc1)[C@H](C)CN([C@@H](C)CO)C2=O	-65	-26
C[C@H](CO)N1C[C@H](C)[C@H](CN(C)S(=O)(=O)c2ccc(Cl)cc2)OCc2cn(nn2)CCCC1=O	-1	x
C[C@@H]1CN([C@H](C)CO)C(=O)Cc2cc(NC(=O)Nc3ccccc3)ccc2O[C@H]1CN(C)C(=O)Nc1ccc(C(F)(F)F)cc1	-5	5
C[C@H]1CN([C@@H](C)CO)C(=O)CCCn2cc(nn2)CO[C@@H]1CN(C)C(=O)Nc1cccc2ccccc12	-18	x
C[C@@H]1CN([C@@H](C)CO)C(=O)c2cccc(NS(=O)(=O)c3ccc(F)cc3)c2O[C@@H]1CN(C)S(=O)(=O)c1ccc(Cl)cc1	-7	9
C[C@@H]1CN([C@H](C)CO)C(=O)c2cc(NS(=O)(=O)c3ccccc3)ccc2O[C@@H]1CN(C)S(=O)(=O)c1cn(C)cn1	2	5
CC(C)(C)OC(=O)N1CCC[C@H]1/C=N/NC(=O)CCCCCCC(=O)O	-10	3
C[C@H]1CN([C@@H](C)CO)C(=O)c2cccc(NS(=O)(=O)c3cccs3)c2O[C@@H]1CN(C)Cc1ccc(Oc2ccccc2)cc1	8	4
C[C@H]1CN([C@@H](C)CO)C(=O)Cc2cc(NS(C)(=O)=O)ccc2O[C@@H]1CN(C)C	-7	6
C[C@@H]1CN([C@@H](C)CO)C(=O)c2cccc(NC(=O)NC3CCCCC3)c2O[C@H]1CN(C)C(=O)Nc1ccccc1	0	-4
C[C@H](CO)N1C[C@H](C)[C@H](CN(C)S(=O)(=O)c2ccc(Cl)cc2)Oc2ccc(NS(C)(=O)=O)cc2CC1=O	4	0
COc1ccc(NC(=O)Nc2ccc3c(c2)C(=O)N([C@H](C)CO)C[C@H](C)[C@H](CN(C)C(=O)Nc2ccccc2)OCCCC[C@@H](C)O3)cc1	1	-14
C[C@H]1CN([C@@H](C)CO)C(=O)c2cc(NS(=O)(=O)c3cccs3)ccc2O[C@H]1CN(C)S(=O)(=O)c1ccccc1	23	x
C[C@@H]1CN([C@@H](C)CO)C(=O)c2cccc(NC(=O)c3ccc(-c4nccs4)cc3)c2O[C@H]1CN(C)C(=O)Nc1ccccc1	0	5
C[C@@H]1CN([C@@H](C)CO)C(=O)Cc2cc(NC(=O)Nc3ccc(C(F)(F)F)cc3)ccc2O[C@@H]1CN(C)Cc1ccncc1	69*	-17
COc1ccc(NC(=O)N(C)C[C@H]2Oc3c(NC(=O)NC4CCCCC4)cccc3C(=O)N([C@@H](C)CO)C[C@@H]2C)cc1	-3	5
Cc1noc(C)c1NC(=O)N(C)C[C@H]1Oc2ccc(NC(=O)Nc3ccc4c(c3)OCO4)cc2CC(=O)N([C@@H](C)CO)C[C@H]1C	-15	9
Cc1ccc(S(=O)(=O)Nc2cccc3c2O[C@@H](CN(C)S(=O)(=O)c2cn(C)cn2)[C@H](C)CN([C@H](C)CO)C3=O)cc1	-15	9
CC(C)NC(=O)Nc1cccc2c1O[C@H](CN(C)S(=O)(=O)c1cccs1)[C@@H](C)CN([C@H](C)CO)C2=O	0	6
C[C@H]1CN([C@@H](C)CO)C(=O)Cc2cc(NC(=O)CCC(F)(F)F)ccc2O[C@@H]1CN(C)S(C)(=O)=O	-15	2
C[C@H](CO)N1C[C@H](C)[C@H](CN(C)Cc2ccc(Oc3ccccc3)cc2)Oc2ccc(NS(C)(=O)=O)cc2C1=O	17	-13
C[C@H]1CN([C@@H](C)CO)C(=O)c2cc(NC(=O)Nc3ccc(F)cc3)ccc2O[C@H]1CN(C)S(C)(=O)=O	-7	8
C[C@@H]1CN([C@H](C)CO)C(=O)c2cc(NS(=O)(=O)c3cn(C)cn3)ccc2O[C@H]1CN(C)C(=O)Nc1ccc(C(F)(F)F)cc1	-9	x
CNC[C@H]1Oc2ccc(NC(=O)CCCN(C)C)cc2C(=O)N([C@H](C)CO)C[C@H]1C	-6	12
Cc1noc(C)c1S(=O)(=O)N(C)C[C@@H]1OCc2cn(nn2)CCCC(=O)N([C@H](C)CO)C[C@@H]1C	-16	13
C[C@H](CO)N1C[C@H](C)[C@@H](CN(C)Cc2ccc(Oc3ccccc3)cc2)Oc2ccc(NS(=O)(=O)c3ccc(Cl)cc3)cc2C1=O	29	-5
C[C@H]1CN([C@@H](C)CO)C(=O)c2cccc(NC(=O)Nc3ccccc3)c2O[C@@H]1CN(C)Cc1ccncc1	-1	8
COc1ccc(NC(=O)Nc2ccc3c(c2)C(=O)N([C@H](C)CO)C[C@@H](C)[C@H](CN(C)Cc2ccccc2)O3)cc1	-18	-3
Cc1noc(C)c1NC(=O)N(C)C[C@H]1Oc2ccc(NS(=O)(=O)c3c(C)noc3C)cc2CC(=O)N([C@@H](C)CO)C[C@@H]1C	-14	-1
Cc1ccc(S(=O)(=O)N(C)C[C@H]2Oc3ccc(NC(=O)Nc4ccccc4)cc3CC(=O)N([C@H](C)CO)C[C@H]2C)cc1	-11	14
COc1ccc(NC(=O)N(C)C[C@H]2Oc3ccc(NC(=O)CCC(F)(F)F)cc3CC(=O)N([C@@H](C)CO)C[C@H]2C)cc1	-36	6
C[C@@H]1CN([C@H](C)CO)C(=O)CCCn2cc(nn2)CO[C@H]1CN(C)C(=O)Nc1ccccc1	-5	x
Cc1noc(C)c1NC(=O)Nc1cccc2c1O[C@H](CN(C)Cc1ccc(C(F)(F)F)cc1)[C@H](C)CN([C@H](C)CO)C2=O	45	-9
C[C@@H]1CN([C@H](C)CO)C(=O)Cc2cc(NC(=O)Nc3ccc(F)cc3)ccc2O[C@H]1CN(C)Cc1ccc(C(=O)O)cc1	-13	4
C[C@@H]1CN([C@H](C)CO)C(=O)c2cc(NC(=O)Cn3cnnn3)ccc2O[C@@H]1CN(C)Cc1ccncc1	-21	4
C[C@H](CO)N1C[C@H](C)[C@@H](CN(C)C(=O)NC2CCCCC2)Oc2c(cccc2N(C)C)C1=O	-11	11
CNC[C@@H]1Oc2c(NC(=O)Nc3ccc(OC)cc3)cccc2C(=O)N([C@@H](C)CO)C[C@H]1C	-7	1
C[C@H](CO)N1C[C@H](C)[C@H](CN(C)S(C)(=O)=O)Oc2ccc(NC(=O)Nc3ccc(F)cc3)cc2CC1=O	-17	-4
C[C@H]1CN([C@@H](C)CO)C(=O)c2cc(NC(=O)Nc3cccc4ccccc34)ccc2O[C@@H]1CN(C)S(=O)(=O)c1cn(C)cn1	-3	3
COc1ccc(NC(=O)Nc2ccc3c(c2)C(=O)N([C@H](C)CO)C[C@@H](C)[C@H](CN(C)Cc2ccc(-c4ccccc4)cc2)O3)cc1	26	-55
Cc1noc(C)c1S(=O)(=O)N(C)C[C@H]1Oc2ccc(NC(=O)Nc3ccc4c(c3)OCO4)cc2C(=O)N([C@@H](C)CO)C[C@H]1C	1	0
Cc1ccc(S(=O)(=O)N(C)C[C@@H]2OCCCC[C@@H](C)Oc3ccc(NC(=O)c4ccncc4)cc3C(=O)N([C@H](C)CO)C[C@@H]2C)cc1	-16	5

As entered above:
Result for Cc1noc(C)c1NC(=O)Nc1cccc2c1O[C@H](CN(C)Cc1ccc(C(F)(F)F)cc1)[C@H](C)CN([C@H](C)CO)C2=O under INS-1E rescue: -9
Result for Cc1noc(C)c1S(=O)(=O)N(C)C[C@H]1Oc2ccc(NC(=O)Nc3ccc4c(c3)OCO4)cc2C(=O)N([C@@H](C)CO)C[C@H]1C under T cruzi intra: 1

Compound profiles (already shown). Order of values: T cruzi intra | INS-1E rescue
Profile of `COc1ccc(NC(=O)N(C)C[C@H]2Oc3ccc(NC(=O)CCC(F)(F)F)cc3CC(=O)N([C@@H](C)CO)C[C@H]2C)cc1` → -36 | 6
Profile of `Cc1noc(C)c1S(=O)(=O)N(C)C[C@H]1Oc2ccc(NC(=O)Nc3ccc4c(c3)OCO4)cc2C(=O)N([C@@H](C)CO)C[C@H]1C` → 1 | 0

Going on with the list:
SMILES	T cruzi intra	INS-1E rescue
C[C@H](CO)N1C[C@H](C)[C@H](CN(C)C(=O)Nc2ccc(F)cc2)Oc2ccc(NC(=O)Nc3ccccc3)cc2C1=O	-12	3
C[C@@H]1CN([C@@H](C)CO)C(=O)c2cc(NC(=O)C3CC3)ccc2O[C@H]1CN(C)S(=O)(=O)c1cn(C)cn1	-13	9
C[C@@H]1CCCCO[C@H](CN(C)Cc2ccncc2)[C@@H](C)CN([C@H](C)CO)C(=O)c2cc(NC(=O)Nc3ccccc3)ccc2O1	-17	1
C[C@@H]1CCCCO[C@@H](CN(C)C(=O)Cc2ccccc2)[C@@H](C)CN([C@H](C)CO)C(=O)c2cc(NC(=O)c3ccccc3)ccc2O1	8	-25
C[C@@H]1CN([C@H](C)CO)C(=O)c2cccc(NC(=O)C3CCCCC3)c2O[C@H]1CN(C)CC1CCCCC1	19	-18
C[C@@H]1CCCCO[C@H](CN(C)C)[C@@H](C)CN([C@H](C)CO)C(=O)c2cc(NS(=O)(=O)c3cn(C)cn3)ccc2O1	-20	17
C[C@@H]1CN([C@H](C)CO)C(=O)c2cc(NC(=O)Cc3ccccc3)ccc2O[C@@H]1CN(C)C	-23	10
C[C@@H]1CN([C@@H](C)CO)C(=O)c2cccc(NC(=O)Nc3ccc(F)cc3)c2O[C@H]1CN(C)CC1CC1	-2	5
C[C@H]1CN([C@@H](C)CO)C(=O)Cc2cc(NC(=O)NC3CCCCC3)ccc2O[C@H]1CN(C)C	x	4
C[C@@H]1CN([C@H](C)CO)C(=O)CCCn2cc(nn2)CO[C@H]1CN(C)Cc1ccc2cccnc2c1	-15	x
C[C@H]1CN([C@@H](C)CO)C(=O)Cc2cc(NC(=O)C3CCCCC3)ccc2O[C@H]1CN(C)S(C)(=O)=O	-10	5
Cc1ccc(S(=O)(=O)N(C)C[C@H]2Oc3ccc(NC(=O)Nc4ccc(F)cc4)cc3CC(=O)N([C@H](C)CO)C[C@H]2C)cc1	-49	0
C[C@@H]1CN([C@H](C)CO)C(=O)Cc2cc(NC(=O)NC3CCCCC3)ccc2O[C@H]1CN(C)Cc1ccc2c(c1)OCO2	26	-2
C[C@@H]1CN([C@H](C)CO)C(=O)Cc2cc(NS(=O)(=O)c3cccs3)ccc2O[C@@H]1CN(C)C(=O)Nc1ccc(F)cc1	-2	3
O=C(O)CCCCCCC(=O)N/N=C/C1CCCCC1	-25	15
Cc1noc(C)c1NC(=O)N(C)C[C@H]1Oc2ccc(NC(=O)Cc3cn(C)c4ccccc34)cc2CC(=O)N([C@@H](C)CO)C[C@H]1C	-19	8
C[C@H]1CN([C@@H](C)CO)C(=O)CCCn2nncc2CO[C@@H]1CN(C)C(=O)Nc1cccc2ccccc12	-18	x
C[C@@H]1CN([C@@H](C)CO)C(=O)Cc2cc(NC(=O)Nc3ccc4c(c3)OCO4)ccc2O[C@@H]1CN(C)Cc1ccc(Cl)c(Cl)c1	47	-40
CNC[C@H]1Oc2c(NC(=O)c3cc(C)nn3C)cccc2C(=O)N([C@H](C)CO)C[C@H]1C	-3	8
C[C@H]1CN([C@@H](C)CO)C(=O)Cc2cc(NC(=O)c3ccncc3)ccc2O[C@H]1CN(C)S(=O)(=O)c1ccc(F)cc1	-12	-8
Cc1noc(C)c1S(=O)(=O)Nc1ccc2c(c1)C(=O)N([C@H](C)CO)C[C@H](C)[C@@H](CN(C)C(=O)Nc1ccc(C(F)(F)F)cc1)O2	7	4
CNC[C@H]1Oc2c(NC(=O)c3ccc(-c4nccs4)cc3)cccc2C(=O)N([C@H](C)CO)C[C@H]1C	-52	3
Cc1ccc(S(=O)(=O)Nc2ccc3c(c2)C(=O)N([C@@H](C)CO)C[C@H](C)[C@@H](CN(C)C(=O)Nc2ccccc2)O3)cc1	-1	2
O=C(CCCCCCC(=O)Nc1ccccc1O)N/N=C/c1ccccn1	-2	6
CC(C)NC(=O)N(C)C[C@H]1Oc2c(NS(=O)(=O)c3ccccc3)cccc2C(=O)N([C@H](C)CO)C[C@H]1C	-18	6

Rewritten with bars between the fields: entries from further up.
compound | T cruzi intra | INS-1E rescue
Cc1noc(C)c1S(=O)(=O)Nc1ccc2c(c1)C(=O)N([C@H](C)CO)C[C@H](C)[C@@H](CN(C)C(=O)Nc1ccc(C(F)(F)F)cc1)O2 | 7 | 4
CNC[C@H]1Oc2c(NC(=O)c3ccc(-c4nccs4)cc3)cccc2C(=O)N([C@H](C)CO)C[C@H]1C | -52 | 3
CC(C)NC(=O)N(C)C[C@H]1Oc2c(NS(=O)(=O)c3ccccc3)cccc2C(=O)N([C@H](C)CO)C[C@H]1C | -18 | 6
O=C(O)CCCCCCC(=O)N/N=C/C1CCCCC1 | -25 | 15
Cc1ccc(S(=O)(=O)Nc2ccc3c(c2)C(=O)N([C@@H](C)CO)C[C@H](C)[C@@H](CN(C)C(=O)Nc2ccccc2)O3)cc1 | -1 | 2
